Screening results: PubChem BioAssay, several laboratories
MITF act: activators of MITF-driven TRPM1 promoter reporter, primary screen, cell-based, SK-MEL-5, luciferase, single point; SK-MEL-5 TRPM1-promoter luciferase, 24 h; % of positive control, neutral wells = 0; 300,000 compounds, 0.75% hits; activation, % at 12.5 µM;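 active = mean activation of at least 80% with every replicate also reaching 80%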;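 note: 0% = neutral control wells and 100% = parthenolide positive control wells; values of inactives mirror those of a sister screen read the other way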
Wnt bcat act: Wnt/beta-catenin pathway activators, primary screen, cell-based, plate reader, single point; 300,000 compounds, 1.2% hits; activation, % at 9.35 µM; Wnt/beta-catenin reporter cell assay, activator; AID 743398, 2014; in the data active = activation above about 30%, passing the limit was not always enough;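 note: 0% = neutral control wells and 100% = positive control wells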
RTF Ca sens act: cardiac RTF calcium sensitivity activators, primary screen, biochemical, IANBD-TnC fluorescence, EC20 calcium; Troponin I, cardiac muscle (Homo sapiens) + Troponin T, cardiac muscle (Homo sapiens) + …; IANBD-labeled TnC RTF fluorescence at EC20 calcium; 0% EC20 calcium, 100% full calcium; activation, % at 7.2 µM; 340,000 compounds, 0.24% hits;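 active = activation above the mean over all tested compounds plus 3 SD, cut at about 30% in these data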;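 note: rise in fluorescence read as greater calcium sensitivity of cardiac thin filaments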
Tat export inh: E. coli Tat export inhibitors, primary screen, MC4100, TorA-mCherry reporter, fluorescence, single point. 340,000 compounds, 0.036% hits. inhibition, % at 10 µM. AID 488895, 2010;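 active = mean replicate inhibition at least 50% and at least half of replicates individually reaching 50%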;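 note: exported cargo escapes ClpAP degradation while cytoplasmic cargo is degraded and loses fluorescence; 0% = median of neutral control wells and 100% = median of NaSCN control wells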
dFosB act: activators of delta FosB homodimer, primary screen, biochemical, fluorescence polarization, TAMRA-CDK5 oligo, single point. activation, % at 25 µM. Protein FosB (Mus musculus), P13346. AID 493131, 2011. purified delta FosB; percent of positive-control signal above neutral wells. 340,000 compounds, 0.99% hits;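 active = mean activation above about 17%, with every replicate also reaching it, limit read from the data, passing the limit was not always enough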;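 note: fluorescence polarization rise as delta FosB binds a TAMRA Cdk5 AP-1 oligo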
CAL PDZ FP-1: untagged CAL PDZ binding inhibitors, primary screen, biochemical, fluorescence polarization, HTS; Golgi-associated PDZ and coiled-coil motif-containing protein (Homo sapiens), Q9HD26; purified CAL PDZ, TMR-peptide fluorescence polarization, 1 h; inhibition, % at 24.9 µM; 300,000 compounds, 0.92% hits; AID 602252, 2012;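 active = mean inhibition of at least 30% with at least half of replicates also reaching 30%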;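 note: 0% = DMSO neutral control and 100% = excess unlabeled competitor peptide PRC23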
Rtt109 HAT inh: inhibitors of C. albicans Rtt109/Vps75 HAT, primary screen, biochemical, ThioGlo CoA-SH fluorescence, plate reader; Histone acetyltransferase RTT109 (Candida albicans (strain SC5314 / ATCC MYA-2876)), …; purified Rtt109/Vps75, 4 h; inhibition, % at 34.9 µM; 330,000 compounds, 0.16% hits;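 active = inhibition of at least 50% in every replicate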
Target sequence (Q5AAJ8 whole entry, looked up): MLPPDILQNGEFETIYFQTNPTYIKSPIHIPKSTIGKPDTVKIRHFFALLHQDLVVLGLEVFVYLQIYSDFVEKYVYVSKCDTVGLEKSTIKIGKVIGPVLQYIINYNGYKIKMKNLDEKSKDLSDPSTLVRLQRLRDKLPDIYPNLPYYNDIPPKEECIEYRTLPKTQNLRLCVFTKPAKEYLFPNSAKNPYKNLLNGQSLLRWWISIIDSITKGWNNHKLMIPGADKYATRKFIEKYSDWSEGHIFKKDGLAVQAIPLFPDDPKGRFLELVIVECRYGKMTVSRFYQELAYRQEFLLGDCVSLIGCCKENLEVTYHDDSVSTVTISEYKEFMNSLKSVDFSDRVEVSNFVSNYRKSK
CAL PDZ FP-2: CAL PDZ peptide-binding inhibitors, primary screen, biochemical, fluorescence polarization, Cer-tagged CAL PDZ, HTS. inhibition, % at 20 µM. AID 504414, 2011. Golgi-associated PDZ and coiled-coil motif-containing protein (Homo sapiens), Q9HD26. purified CAL PDZ, TMR-peptide fluorescence polarization, 1 h. 330,000 compounds, 0.02% hits;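 active = highest replicate inhibition of at least 40%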;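 note: plate controls were DMSO neutral control wells for no effect and unlabeled competitor peptide control wells for full effect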
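material = purified tagged CAL PDZ domain construct (CerCALP) | buffer or medium = sodium phosphate/NaCl buffer pH 7.4 with TCEP, IgG, Thesit | reagent = TMR-labelled reporter peptide T*-PRC34 bound in PDZ groove | incubation = 1 h room-temperature incubation prior to read | measured by = fluorescence polarization (mP) | evaluation = percent inhibition from loss of millipolarization | control set = unlabelled peptide and DMSO controls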
CDK5 p35 inh: inhibitors of human CDK5/p35 kinase, primary screen, biochemical, single concentration; Recombinant CDK5/p35, ADP-Glo luminescence, 60 min; inhibition, % at 10 µM; Cyclin-dependent kinase 5 (Homo sapiens) + Cyclin-dependent kinase 5 activator 1 (Homo …; 330,000 compounds, 0.01% hits;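 active = highest replicate inhibition of at least 50% and at least 75% of replicates reaching 50%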;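 note: plate controls were DMSO neutral control for no effect and GW8510 at 10 µM for full effect; many of its hits are not listed in these tables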
Target sequence (Q00535 whole entry, looked up): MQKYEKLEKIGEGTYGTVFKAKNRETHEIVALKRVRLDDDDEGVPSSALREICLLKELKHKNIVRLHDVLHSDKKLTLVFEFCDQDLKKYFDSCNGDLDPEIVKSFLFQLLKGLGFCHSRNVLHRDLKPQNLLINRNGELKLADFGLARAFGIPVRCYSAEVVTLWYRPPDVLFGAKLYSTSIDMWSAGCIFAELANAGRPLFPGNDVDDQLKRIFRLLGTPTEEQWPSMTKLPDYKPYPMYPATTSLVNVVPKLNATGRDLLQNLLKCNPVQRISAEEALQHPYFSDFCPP
Target sequence (Q15078 whole entry, looked up): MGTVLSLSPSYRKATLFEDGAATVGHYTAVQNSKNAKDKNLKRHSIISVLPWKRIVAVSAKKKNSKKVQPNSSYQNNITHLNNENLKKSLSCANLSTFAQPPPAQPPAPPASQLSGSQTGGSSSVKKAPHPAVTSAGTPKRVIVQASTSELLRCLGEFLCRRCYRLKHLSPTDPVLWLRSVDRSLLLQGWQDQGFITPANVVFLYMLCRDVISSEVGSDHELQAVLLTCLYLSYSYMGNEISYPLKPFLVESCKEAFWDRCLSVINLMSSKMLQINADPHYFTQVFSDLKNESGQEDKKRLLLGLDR
V-ATPase pH: regulators of yeast V-ATPase proton pumping, primary screen, pHLuorin cytosolic pH fluorescence; S. cerevisiae; 350,000 compounds, 0.37% hits; response, % at 10 µM; in the data active = response mostly above about 7.3%, no sharp cut-off; inactive = mostly below about 5.4%; note: actives read high; inactives centre near 0; some compounds called inactive have numbers as strong as hits
* hit, by the source's call; x = not tested or not shown.

The first 3 compounds, to show the layout:
No.	molecule	MITF act	Wnt bcat act	RTF Ca sens act	Tat export inh	dFosB act
1	O=C(c1ccc(-n2cccn2)cc1)N1CCN(c2ncccc2C(F)(F)F)CC1	-10	0	-1	10	-3
2	COC(=O)c1ccccc1N1C(=O)C2C(C1=O)[C@H]1C=C[C@@H]2C1 (stereo partly specified)	3	x	4	-1	1
3	Cc1cc(=O)oc2cc(NS(=O)(=O)c3ccccc3)ccc12	x	52*	-2	-7	-15

No.	CAL PDZ FP-1	Rtt109 HAT inh	CAL PDZ FP-2	CDK5 p35 inh	V-ATPase pH
1	0	-2	-1.6	4.1	0
2	1	-2	0.3	-2.8	-2
3	2	-127	-6.2	0.7	1

The listing, repeating the preview:
No.	molecule	MITF act	Wnt bcat act	RTF Ca sens act	Tat export inh	dFosB act
1	O=C(c1ccc(-n2cccn2)cc1)N1CCN(c2ncccc2C(F)(F)F)CC1	-10	0	-1	10	-3
2	COC(=O)c1ccccc1N1C(=O)C2C(C1=O)[C@H]1C=C[C@@H]2C1 (stereo partly specified)	3	x	4	-1	1
3	Cc1cc(=O)oc2cc(NS(=O)(=O)c3ccccc3)ccc12	x	52*	-2	-7	-15
4	Cc1nc2oc3ccc(F)cc3c(=O)c2cc1C(=O)NC(C)(C)C	24	2	-3	4	3
5	Cc1ccc(OCC(=O)N(Cc2ccccc2)c2c(N)n(Cc3ccccc3)c(=O)[nH]c2=O)c(C)c1	-16	-1	2	-2	12
6	CC(=O)Nc1ccc(SCc2c(C)noc2C)cc1	14	-1	-8	-7	-1
7	CCNc1nc(NCC)nc(N(C)N)n1	8	-4	-3	-13	-3
8	O=C(CSc1nc2ccc([N+](=O)[O-])cc2[nH]1)NC1CCCCCC1	-5	x	1	0	-7
9	CCC(=O)N(Cc1ccco1)c1nc(-c2cc(OC)ccc2OC)cs1	x	x	2	-3	4
10	CCOC(=O)c1c(C)[nH]c(C(=O)N2CCCC(C(=O)c3cccc(OC)c3)C2)c1C (stereo unspecified)	-1	-4	0	28	-12

No.	CAL PDZ FP-1	Rtt109 HAT inh	CAL PDZ FP-2	CDK5 p35 inh	V-ATPase pH
1	0	-2	-1.6	4.1	0
2	1	-2	0.3	-2.8	-2
3	2	-127	-6.2	0.7	1
4	-6	-9	-2.7	0.6	2
5	2	8	-1.7	1.5	-1
6	-5	16	-0.3	-0.1	-1
7	-2	1	0.1	-0.1	6
8	-1	-2	-0.2	-1.0	-3
9	-4	-3	-2.9	0.5	4
10	4	-1	-1.3	-11	3

(cont.)
No.	molecule	MITF act	Wnt bcat act	RTF Ca sens act	Tat export inh	dFosB act
11	CCSc1nnc2c(n1)OC(C)(C)Nc1ccccc1-2	12	19	2	-12	-1
12	O=C(Nc1ccc(N2CCN(C(=O)c3ccccc3)CC2)cc1)c1cc([N+](=O)[O-])ccc1N1CCOCC1	9	-1	1	4	-15
13	Cc1ccccc1OCC(=O)N/N=C/c1ccc([N+](=O)[O-])o1	-77	2	0	-6	-7
14	Cc1ccccc1NC(=S)N1CCCN(Cc2ccc(F)cc2)C1	-1	2	-6	-3	-1
15	CN(C)c1ccc(NC(=O)/C=C/c2ccccc2Cl)cc1	92*	42*	-14	-6	-9
16	Cc1ccc(Nc2nc(N)nc(CN3CCN(Cc4ccc5c(c4)OCO5)CC3)n2)cc1	x	-1	-3	-8	-9
17	CCOC(=O)Cc1csc(SCc2cc(=O)oc3cc(O)ccc23)n1	-8	-4	4	5	0
18	Cc1nc(NC(=O)CSc2ccc(-c3nc4ccccc4[nH]3)cn2)sc1C	8	x	-4	3	47*
19	C/C(=N\NC(=O)c1cccc(F)c1)c1ccc(NC(=O)Cc2ccccc2)cc1	33	0	0	-1	-7
20	CC(=O)N1CC(=O)N=C1SCC(=O)Nc1nc(C)c(-c2ccccc2)s1	5	-3	8	-11	-4

No.	CAL PDZ FP-1	Rtt109 HAT inh	CAL PDZ FP-2	CDK5 p35 inh	V-ATPase pH
11	-1	-1	-0.2	-2.6	2
12	-4	15	-2.1	-1.2	4
13	7	23	-0.1	-1.1	6
14	-1	-2	-0.1	-0.1	2
15	-2	56*	0.8	0.8	-5
16	x	-1	-0.4	-0.2	-2
17	-4	-71	-2.3	0.5	1
18	0	7	-0.9	1.9	5
19	-3	2	-2.1	0.3	-3
20	5	36	-0.4	-0.1	0

Other results.
No.	molecule	MITF act	Wnt bcat act	RTF Ca sens act	Tat export inh	dFosB act
21	O=C(c1ccco1)N1CCCN(Cc2nc(-c3ccc4c(c3)OCO4)no2)CC1	-1	-4	-2	4	-7
22	COc1ccc2[nH]c(C(=O)N/N=C/c3ccccc3OC)cc2c1	-7	1	-3	4	-11
23	CCOC(=O)C(=O)Nc1ncc(Cl)s1	2	-2	0	2	-9
24	CCOC(=O)CCCNC(=O)c1cncc(Br)c1	x	-1	3	0	1
25	O=C(CNS(=O)(=O)c1ccccc1)N1CCN(C(=O)c2ccco2)CC1	1	1	9	9	2
26	Cc1ccc(S(=O)(=O)NCC(=O)N2CCN(c3ccccc3F)CC2)cc1	-20	x	-3	2	-5
27	Cc1cccc(C(=O)OCC(=O)c2c(N)n(CC(C)C)c(=O)n(C)c2=O)c1O	-5	-3	-9	-35	5
28	Cn1c(=O)c2c(nc(NCc3ccco3)n2C/C=C/c2ccccc2)n(C)c1=O	-52	x	-6	6	6
29	CCNC(=O)COC(=O)/C=C/c1ccccc1[N+](=O)[O-]	-1	1	3	-1	0
30	O=C(Nc1ccc2c(c1)OCCO2)C1CCN(c2nnnn2-c2ccccc2)CC1	-4	6	-3	16	-9

No.	CAL PDZ FP-1	Rtt109 HAT inh	CAL PDZ FP-2	CDK5 p35 inh	V-ATPase pH
21	0	6	0.7	1.2	0
22	-1	-1	0.1	1.5	8
23	-5	1	-1.1	1.0	2
24	-2	7	0.3	-1.1	-1
25	-8	-9	-2.3	1.6	0
26	-1	-3	0.5	-1.6	0
27	-2	-27	-3.0	-0.1	-4
28	-1	-6	x	-1.8	1
29	2	2	-1.7	1.1	3
30	-3	12	-0.7	-0.2	-3

(list continues)
No.	molecule	MITF act	Wnt bcat act	RTF Ca sens act	Tat export inh	dFosB act
31	Nc1c(C(=O)O)cnn1-c1ccccc1	3	-1	6	-6	10
32	Nc1nc(NC(=O)C(Cl)(Cl)Cl)nn1-c1ccccc1	-10	-2	-3	4	3
33	COc1ccc(C(=O)CCc2ccc(OC)c(OC)c2)cc1	6	-2	0	3	-6
34	Cc1ccc(CNC(=O)c2ccc3c(c2)S(=O)(=O)c2ccccc2C3=O)o1	11	-2	-3	1	-4
35	Cc1cc(/C=C(\C#N)c2nc3ccccc3[nH]2)c(C)n1C	63	84*	-1	0	-3
36	COc1ccc(NC(=O)C2CCN(C(=O)Cc3ccccc3)CC2)c(OC)c1	-4	-10	-2	4	-3
37	COC(=O)C1=COC(OC2OC(CO)C(O)C(O)C2O)C2C1C=CC2(O)CO (stereo unspecified)	8	-1	7	-7	-6
38	COc1ccc2oc(=O)c(C(=O)Oc3ccc(NC(C)=O)cc3)cc2c1	-2	x	6	4	-2
39	Cc1oc(-c2ccccc2F)nc1CSCC(=O)NC1CC1	-5	-3	3	-1	-2
40	Cc1ccc(/C=C(\C#N)C(=O)NCC2CCCO2)o1 (stereo unspecified)	10	78*	-8	-6	5

No.	CAL PDZ FP-1	Rtt109 HAT inh	CAL PDZ FP-2	CDK5 p35 inh	V-ATPase pH
31	-2	0	-0.6	0.4	0
32	2	-2	-0.7	-0.4	-2
33	5	-14	-0.8	-0.1	5
34	5	-1	0.4	-1.0	0
35	-1	7	-1.2	1.3	0
36	0	-1	0.0	0.9	0
37	-2	1	-1.9	-0.9	3
38	1	x	-2.6	-1.1	3
39	-2	-2	-4.6	2.0	1
40	8	-13	-0.3	-0.2	1

(listing goes on)
No.	molecule	MITF act	Wnt bcat act	RTF Ca sens act	Tat export inh	dFosB act
41	Cc1cc(NC(=O)NC(=O)c2cccc(OC(F)(F)C(F)F)c2)n[nH]1	38	22	-2	-5	-2
42	Cc1cc(C)c([N+](=O)[O-])cc1NC(=O)CCS(=O)(=O)c1ccccc1	-4	5	2	-7	-3
43	CC(Sc1nc(N)c2c3c(sc2n1)CSC(C)(C)C3)C(=O)Nc1ccccc1 (stereo unspecified)	9	x	-3	-5	-7
44	O=C(C1CCCO1)N1CCN(S(=O)(=O)c2ccc(F)cc2)CC1 (stereo unspecified)	1	8	-5	-4	-2
45	Cc1cccc(NC(=S)NNC(=O)c2ccccc2Br)c1	24	x	6	-5	-7
46	Cc1ccc(SCC(=O)NC(=O)NCc2ccccc2)c(C)c1	-1	-1	10	-2	-5
47	CCn1cc(C(=O)NCCC(C)C)c(=O)c2cc(F)c(N3CCN(C)CC3)cc21	-1	-2	2	9	-13
48	Cc1cc(C(=O)Nc2nc3c(s2)CCCC3)no1	5	26	-1	0	4

No.	CAL PDZ FP-1	Rtt109 HAT inh	CAL PDZ FP-2	CDK5 p35 inh	V-ATPase pH
41	-7	-1	-1.4	1.4	-3
42	-8	-1	1.6	0.4	4
43	-2	-17	-3.0	0.2	0
44	-1	5	-1.5	3.5	2
45	-2	44	-1.4	0.2	-10
46	-6	1	-0.9	-1.7	0
47	-2	10	-1.0	0.2	-4
48	-1	0	-1.1	-2.6	3
